Bioassay records: PubChem, several laboratories
phage Ecoli inh – E. coli growth loss with phage present; growth absorbance; inhibition, % at 11.9 µM; actives 0.26% (n = 360,000); in the data active = inhibition above about 11%
PKA-R1A act – activators of PKA-R1A complex; P00514+P68181; AID 504707; activation, % at 11.4 µM; actives 0.083% (n = 340,000); PKA-R1A dissociation, Cy5-IP20 fluorescence polarization; scaled: DMSO 0%, 113 µM cGMP 100%;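 active = percent activation above the mean of all tested compounds plus 3 SD, cut at about 19% in these data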;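 note: higher means more PKAc released from R1A so a rise in polarization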
Pemphigus Ab inh – human desmoglein-3 autoantibody binding inhibition; P32926; DSG3-coupled beads, scFv-anti-DSG3-GFP binding, flow cytometry; hits give low values; binding (percent of control), % at 10 µM; actives 0.48% (n = 310,000); AID 588358;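 active = binding more than 3 SD below its plate's average and above zero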;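 note: hits lower antibody fragment binding to DSG3; some compounds called inactive have numbers as strong as hits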
Target sequence (P32926 whole entry, looked up, the tested form may be a part): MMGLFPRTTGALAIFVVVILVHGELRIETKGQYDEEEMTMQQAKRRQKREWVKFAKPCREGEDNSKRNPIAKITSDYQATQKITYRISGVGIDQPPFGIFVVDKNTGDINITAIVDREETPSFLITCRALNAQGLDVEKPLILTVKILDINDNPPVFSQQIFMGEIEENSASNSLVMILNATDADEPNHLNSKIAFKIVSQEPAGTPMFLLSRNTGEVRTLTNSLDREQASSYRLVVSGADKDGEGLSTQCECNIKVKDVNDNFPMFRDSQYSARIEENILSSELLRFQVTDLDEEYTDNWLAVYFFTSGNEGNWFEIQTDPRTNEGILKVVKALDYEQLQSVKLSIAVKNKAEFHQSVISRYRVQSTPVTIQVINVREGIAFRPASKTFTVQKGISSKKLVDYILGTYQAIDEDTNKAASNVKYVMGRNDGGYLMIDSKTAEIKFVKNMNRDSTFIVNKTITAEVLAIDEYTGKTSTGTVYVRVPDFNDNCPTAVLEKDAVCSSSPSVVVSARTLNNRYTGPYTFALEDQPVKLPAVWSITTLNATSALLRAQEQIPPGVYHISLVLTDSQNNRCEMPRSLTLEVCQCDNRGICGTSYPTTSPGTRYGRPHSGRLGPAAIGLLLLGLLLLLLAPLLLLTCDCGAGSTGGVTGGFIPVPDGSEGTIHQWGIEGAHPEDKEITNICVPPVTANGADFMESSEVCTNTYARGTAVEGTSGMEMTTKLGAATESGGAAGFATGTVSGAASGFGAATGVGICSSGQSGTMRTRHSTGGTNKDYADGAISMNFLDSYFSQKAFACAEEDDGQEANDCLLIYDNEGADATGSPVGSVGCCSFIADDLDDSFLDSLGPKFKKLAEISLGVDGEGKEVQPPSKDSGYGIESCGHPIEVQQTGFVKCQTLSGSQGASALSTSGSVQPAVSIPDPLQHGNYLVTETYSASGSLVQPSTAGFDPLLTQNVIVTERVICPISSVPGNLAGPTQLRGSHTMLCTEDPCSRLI
An asterisk follows results filed as active. An excerpt (hit frequency here may not be typical).

`Cc1ccccc1N(CC(=O)N1CCN(Cc2ccccc2)CC1)S(C)(=O)=O` gave phage Ecoli inh -0.1, PKA-R1A act 1.6 and Pemphigus Ab inh 100.7.
Cc1cccc(NC(=O)COC(=O)CN2C(=O)c3ccccc3C2=O)c1C was read as phage Ecoli inh 2.1, PKA-R1A act 5.9 and Pemphigus Ab inh 96.7.
For Cc1ccnc(NCc2cc(Cl)cc(Cl)c2O)c1 the results were phage Ecoli inh 2.6, PKA-R1A act -1.9 and Pemphigus Ab inh 104.9.
Screening C[C@H](CO)N1C[C@H](C)[C@@H](CN(C)S(=O)(=O)c2cccc(C#N)c2)OCc2cnnn2CCCC1=O returned phage Ecoli inh -2.3, PKA-R1A act -4.9 and Pemphigus Ab inh 105.9.
CCOC(=O)C1CC(c2ccccc2)=NN1c1ccccc1 (stereo unspecified) was read as phage Ecoli inh -0.1, PKA-R1A act 0.1 and Pemphigus Ab inh 100.9.
For CSc1ncccc1C(=O)N1CCCC(Nc2ccc(F)c(F)c2)C1 (stereo unspecified) the results were phage Ecoli inh 0.2, PKA-R1A act 2.5 and Pemphigus Ab inh 104.4.
For O=S1(=O)CC(c2ccccc2)=NN=C(c2ccccc2)C1 the results were phage Ecoli inh 1.2, PKA-R1A act 2.9 and Pemphigus Ab inh 103.3.
`CC1=C(C(=O)N2CCOCC2)CC(CC(=O)NCCN2CCOCC2)C(=O)N1Cc1ccccc1` (stereo unspecified) gave phage Ecoli inh -2.5, PKA-R1A act -3.9 and Pemphigus Ab inh 101.6.
`CC1CCCN(S(=O)(=O)c2ccc3[nH]c(=O)cc(C(=O)NCCCN4CCCCCC4)c3c2)C1` (stereo unspecified) gave phage Ecoli inh 1.4, PKA-R1A act -0.4 and Pemphigus Ab inh 101.5.
O=C(O)Cc1ccc2c(c1)Cc1cccnc1O2 was read as phage Ecoli inh 4.2, PKA-R1A act -3.7 and Pemphigus Ab inh 103.5.
For Cc1ccc(S(=O)(=O)N2C[C@@H](C)[C@]3(C2)[C@H](O)[C@H](OC(=O)NCc2ccco2)C[C@H]2C(=O)N(c4ccccc4)C(=O)[C@H]23)cc1 the results were phage Ecoli inh 0.2, PKA-R1A act 8.1 and Pemphigus Ab inh 94.5.
CN(N=Cc1ccccc1O)c1ccc2ccccc2n1 was read as phage Ecoli inh -0.4, PKA-R1A act -0.7 and Pemphigus Ab inh 104.5.
`CC(=Cc1ccccc1)C(=O)c1ccccc1` gave phage Ecoli inh -0.1, PKA-R1A act 7.2 and Pemphigus Ab inh 99.4.
For CN(C)c1ccc(C=C2SC(=S)N(Cc3ccco3)C2=O)cc1 the results were phage Ecoli inh 1.8, PKA-R1A act -5.0 and Pemphigus Ab inh 418.2.
CCC(C)c1ccc(S(=O)(=O)N2CCN(C(=O)CN3C(=O)NC(C)(C4CC4)C3=O)CC2)cc1 (stereo unspecified) was read as phage Ecoli inh 4.6, PKA-R1A act -1.3 and Pemphigus Ab inh 98.5.
`CCOC(=O)c1c(C)[nH]c(C(=O)OCC(=O)NCc2ccco2)c1C` gave phage Ecoli inh 2.5, PKA-R1A act 7.0 and Pemphigus Ab inh 102.8.
For COc1ccc(C(=O)OCC(=O)c2ccco2)cc1[N+](=O)[O-] the results were phage Ecoli inh 1.6, PKA-R1A act 3.9 and Pemphigus Ab inh 106.0.
`CCN1C(=O)C(C)C=C(C)C=C1C` (stereo unspecified) gave phage Ecoli inh 3.4, PKA-R1A act 5.5 and Pemphigus Ab inh 102.7.
`Cc1ccc(S(=O)(=O)NN=Cc2ccccc2Cl)cc1` gave phage Ecoli inh 4.7, PKA-R1A act 4.9 and Pemphigus Ab inh 102.0.
For COc1ccc(C2CCCCCN2C(=O)C2CCN(S(=O)(=O)c3ccc(C)cc3)CC2)cc1 (stereo unspecified) the results were phage Ecoli inh 3.2, PKA-R1A act -3.6 and Pemphigus Ab inh 93.1.
`O=C1COC(c2ccccc2O)=NN1CCCl` gave phage Ecoli inh -0.1, PKA-R1A act -2.3 and Pemphigus Ab inh 98.3.
For CCCCCNC(=O)c1ccc(NC(=O)CC2SC(N3CCCC3)=NC2=O)cc1 (stereo unspecified) the results were phage Ecoli inh 0.6, PKA-R1A act -1.2 and Pemphigus Ab inh 105.1.
Cc1ccccc1S(=O)(=O)N(C)C[C@@H]1OCc2ccccc2-c2c(n(C)c3ccccc23)C(=O)N([C@H](C)CO)C[C@@H]1C was read as phage Ecoli inh 2.5, PKA-R1A act 3.2 and Pemphigus Ab inh 98.0.
CC(=O)c1ccccc1NC(=O)COC(=O)C1COc2ccccc2O1 (stereo unspecified) was read as phage Ecoli inh 3.9, PKA-R1A act 4.7 and Pemphigus Ab inh 107.1.
`CCCCN1C(=O)C(CC(=O)NC2CCCCC2)CC(C(=O)N(C(C)C)C(C)C)=C1C` (stereo unspecified) gave phage Ecoli inh 1.7, PKA-R1A act -11.4 and Pemphigus Ab inh 102.5.
Screening COc1ccc(CN2CCC[C@]3(N[C@H](c4ccc(OC)cc4)[C@@H]4C(=O)N(Cc5ccccc5)C(=O)[C@@H]43)C2=O)cc1 returned phage Ecoli inh 4.6, PKA-R1A act 2.1 and Pemphigus Ab inh 98.1.
`CCN(C(=O)Cn1cc(C(F)(F)F)ccc1=O)C1CCS(=O)(=O)C1` (stereo unspecified) gave phage Ecoli inh 2.0, PKA-R1A act -1.5 and Pemphigus Ab inh 98.3.
Screening CCCCOC(=O)C1=C(C)N(C)C(=O)NC1c1cc2c(cc1Br)OCO2 (stereo unspecified) returned phage Ecoli inh 1.4, PKA-R1A act -5.3 and Pemphigus Ab inh 99.7.
For CC(C)n1ncc2c(C(=O)N3CCN(S(=O)(=O)c4cccc(F)c4)CC3)cc(C3CC3)nc21 the results were phage Ecoli inh 0.0, PKA-R1A act -4.6 and Pemphigus Ab inh 98.1.
Screening COc1ccc(C(=O)N(C)[C@H]2C[C@H]3c4[nH]c5ccccc5c4CCN3C(=O)[C@H]2CO)cc1 returned phage Ecoli inh 2.0, PKA-R1A act 3.0 and Pemphigus Ab inh 98.0.
N#Cc1cnc2nc1NCCCCCCC2 was read as phage Ecoli inh -0.9, PKA-R1A act 7.3 and Pemphigus Ab inh 106.3.
`CN(c1ccccc1)S(=O)(=O)c1cccc(NC(=O)CCNC(=O)c2ccco2)c1` gave phage Ecoli inh 3.0, PKA-R1A act -8.1 and Pemphigus Ab inh 117.8.
For CC(=O)N(C(C)=O)c1ccc(Oc2ccc(Oc3ccc(N(C(C)=O)C(C)=O)cc3)cc2)cc1 the results were phage Ecoli inh 1.9, PKA-R1A act 12.3 and Pemphigus Ab inh 99.0.
Screening C[C@H]1CCCCO[C@@H](CN(C)C(=O)NC2CCCCC2)[C@@H](C)CN([C@@H](C)CO)C(=O)c2cc(NC(=O)Cc3ccccc3)ccc2O1 returned phage Ecoli inh 3.4, PKA-R1A act 2.5 and Pemphigus Ab inh 101.1.
For O=C(Cc1ccc(Br)cc1)Nc1cccc(S(=O)(=O)N2CCCCC2)c1 the results were phage Ecoli inh 2.9, PKA-R1A act -4.5 and Pemphigus Ab inh 101.6.
COc1cccc(C(=O)N2CCN(c3nc4cc(C)cc(C)c4cc3C#N)CC2)c1 was read as phage Ecoli inh -0.1, PKA-R1A act -3.6 and Pemphigus Ab inh 100.3.
`CCN1C(=O)[C@H]2[C@@H](c3ccc(OC)cc3)N[C@]3(CCCN(Cc4ccccc4)C3=O)[C@H]2C1=O` gave phage Ecoli inh 1.7, PKA-R1A act -2.9 and Pemphigus Ab inh 112.4.
Screening N#Cc1ccc(-c2nc3ccc(Br)cn3c2Cc2ccccc2)cc1 returned phage Ecoli inh -1.5, PKA-R1A act -6.9 and Pemphigus Ab inh 109.7.
Screening O=C(CCOc1ccccc1)N1CCCC(Nc2ccccc2)C1 (stereo unspecified) returned phage Ecoli inh -0.7, PKA-R1A act -4.0 and Pemphigus Ab inh 103.2.
`COc1ccc(NC(=O)CN(C)C(=O)c2cc(C)oc2C)cc1` gave phage Ecoli inh 0.8, PKA-R1A act -9.7 and Pemphigus Ab inh 100.2.

Nothing new here: an excerpt of the list.
Screening COc1ccc(C(=O)N(C)[C@H]2C[C@H]3c4[nH]c5ccccc5c4CCN3C(=O)[C@H]2CO)cc1 returned phage Ecoli inh 2.0, PKA-R1A act 3.0 and Pemphigus Ab inh 98.0.
N#Cc1cnc2nc1NCCCCCCC2 was read as phage Ecoli inh -0.9, PKA-R1A act 7.3 and Pemphigus Ab inh 106.3.
`CN(c1ccccc1)S(=O)(=O)c1cccc(NC(=O)CCNC(=O)c2ccco2)c1` gave phage Ecoli inh 3.0, PKA-R1A act -8.1 and Pemphigus Ab inh 117.8.
For CC(=O)N(C(C)=O)c1ccc(Oc2ccc(Oc3ccc(N(C(C)=O)C(C)=O)cc3)cc2)cc1 the results were phage Ecoli inh 1.9, PKA-R1A act 12.3 and Pemphigus Ab inh 99.0.
Screening C[C@H]1CCCCO[C@@H](CN(C)C(=O)NC2CCCCC2)[C@@H](C)CN([C@@H](C)CO)C(=O)c2cc(NC(=O)Cc3ccccc3)ccc2O1 returned phage Ecoli inh 3.4, PKA-R1A act 2.5 and Pemphigus Ab inh 101.1.
For O=C(Cc1ccc(Br)cc1)Nc1cccc(S(=O)(=O)N2CCCCC2)c1 the results were phage Ecoli inh 2.9, PKA-R1A act -4.5 and Pemphigus Ab inh 101.6.
COc1cccc(C(=O)N2CCN(c3nc4cc(C)cc(C)c4cc3C#N)CC2)c1 was read as phage Ecoli inh -0.1, PKA-R1A act -3.6 and Pemphigus Ab inh 100.3.
`CCN1C(=O)[C@H]2[C@@H](c3ccc(OC)cc3)N[C@]3(CCCN(Cc4ccccc4)C3=O)[C@H]2C1=O` gave phage Ecoli inh 1.7, PKA-R1A act -2.9 and Pemphigus Ab inh 112.4.

(list continues)
`CC(=O)N1N=C(c2ccc(Br)cc2)CC1c1ccc(Br)cc1` (stereo unspecified) gave phage Ecoli inh 1.1, PKA-R1A act -0.4 and Pemphigus Ab inh 98.2.
O=C(CCN1CCCCC1)Nc1ccc(F)c(F)c1 was read as phage Ecoli inh 1.6, PKA-R1A act 2.2 and Pemphigus Ab inh 94.7.
For Nc1nc(N2CCCCC2)c2ncn(C3OC(CO)C(O)C3O)c2n1 (stereo unspecified) the results were phage Ecoli inh -3.1, PKA-R1A act -1.2 and Pemphigus Ab inh 103.8.
Screening CCCCN1C(=O)C(CC(=O)NCCc2ccccn2)CC(C(=O)N(C(C)C)C(C)C)=C1C (stereo unspecified) returned phage Ecoli inh -1.2, PKA-R1A act -9.1 and Pemphigus Ab inh 102.4.
Screening O=[N+]([O-])c1cccc(N=NNc2cccc([N+](=O)[O-])c2)c1 returned phage Ecoli inh 2.3, PKA-R1A act 1.6 and Pemphigus Ab inh 97.6.
`CCOC(=O)C1(CCCc2ccccc2)CCN(C(=O)c2n[nH]c(CC)c2C)CC1` gave phage Ecoli inh 1.7, PKA-R1A act 0.8 and Pemphigus Ab inh 94.3.
For Cc1cc(C)c(C)c(S(=O)(=O)N2CCC(C(=O)NCc3cccs3)CC2)c1C the results were phage Ecoli inh 0.3, PKA-R1A act 7.0 and Pemphigus Ab inh 96.3.
`CCN(CC(=O)Nc1cc(Cl)ccc1C)CC(=O)NC1CC1` gave phage Ecoli inh 2.9, PKA-R1A act 6.3 and Pemphigus Ab inh 96.3.
`COc1ccc(N2CCN(C(=O)CSc3nnc(C4CC4)n3C3CC3)CC2)cc1` gave phage Ecoli inh 3.4, PKA-R1A act -8.2 and Pemphigus Ab inh 104.4.
CCCCc1c(O)nc(SCC(=O)N2CCOCC2)n(-c2ccc(C)cc2)c1=O was read as phage Ecoli inh 2.2, PKA-R1A act -1.2 and Pemphigus Ab inh 98.0.
For COc1ccc(NC(=O)c2ccc(NC(=O)CN3CCN(c4ccccc4OC)CC3)cc2)cc1 the results were phage Ecoli inh 2.1, PKA-R1A act 1.5 and Pemphigus Ab inh 111.9.
`O=C(c1ccccc1)c1ccc(C(=O)N2CCN(c3ccccc3O)CC2)cc1` gave phage Ecoli inh 2.0, PKA-R1A act 0.0 and Pemphigus Ab inh 98.6.
Screening O=S1(=O)CCN(Cc2cccnc2)CC1 returned phage Ecoli inh 5.0, PKA-R1A act -5.0 and Pemphigus Ab inh 107.4.
`CC1=NN(c2ccccc2)C(=O)C1=Cc1ccccc1` gave phage Ecoli inh 0.7, PKA-R1A act -6.3 and Pemphigus Ab inh 104.6.
CCOc1ccc(S(=O)(=O)c2ccc(C)cc2)c2c1no[n+]2[O-] was read as phage Ecoli inh -2.8, PKA-R1A act -1.2 and Pemphigus Ab inh 103.0.
`COc1ccc(S(=O)(=O)N(C)C[C@H]2Oc3ncc(-c4ccncc4)cc3C(=O)N([C@@H](C)CO)C[C@@H]2C)cc1` gave phage Ecoli inh 1.7, PKA-R1A act 1.8 and Pemphigus Ab inh 99.7.
`CN1C(=O)[C@H]2[C@@H](c3ccc(C(F)(F)F)cc3)N[C@]3(CCCN(Cc4cccn4C)C3=O)[C@H]2C1=O` gave phage Ecoli inh 0.6, PKA-R1A act -13.6 and Pemphigus Ab inh 102.9.
Screening CN(CC(=O)Nc1cccc(F)c1)C(=O)Cc1ccsc1 returned phage Ecoli inh 3.6, PKA-R1A act 7.6 and Pemphigus Ab inh 102.2.
CC1(C)CC(=O)C=C(c2ccc(COC(=O)C3CC3)cc2)C1=O was read as phage Ecoli inh -0.1, PKA-R1A act 10.6 and Pemphigus Ab inh 103.2.
Screening Cc1cn([C@H]2C[C@H](O)[C@@H](CNC(=O)[C@H](N)Cc3cccnc3)O2)c(=O)[nH]c1=O returned phage Ecoli inh 2.6, PKA-R1A act -3.7 and Pemphigus Ab inh 109.0.
`Cc1cc(N2C(=O)C(O)=C(C(=O)c3ccc(C)o3)C2c2cccc(Cl)c2)no1` (stereo unspecified) gave phage Ecoli inh 1.8, PKA-R1A act 4.6 and Pemphigus Ab inh 110.5.
`Cn1nc(C(=O)NCC(=O)Nc2ccc(F)c(F)c2)ccc1=O` gave phage Ecoli inh 10.9*, PKA-R1A act -3.5 and Pemphigus Ab inh 103.3.
